Ins promoter up: insulin promoter activators in MIN6 cells, imaging, high-content screening, mouse beta cells; MIN6 insulin promoter-GFP reporter; active compounds read high; z-score at 5 µM; hit rate 0.3% among 190,000; AID 1625, 2009;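 active means z-score above 3 at 5 µM with at least 500 cells counted in the well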
Dynein transport: inhibitors of GR-EGFP nuclear translocation, primary screen, dynein cargo transport inhibitor project, imaging, high-content, 3617.4 mouse cells | test concentration mostly 20 µM; stimulated with dexamethasone, 1 µM; active compounds read low | z-score, hits read low | hit rate 0.47% among 220,000;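 active means plate z-score of nuclear minus cytoplasmic receptor signal below a set negative limit, without overly bright fluorescence or cell loss, cut at about -3.5 in these data, passing the limit was not always enough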;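 further: z-score of nuclear minus cytoplasmic ring GR-EGFP intensity difference per well; some compounds called inactive have numbers as strong as hits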
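Buffer or medium: tet-free medium with charcoal-stripped serum / Also added: dexamethasone agonist, 1.0 µM final, for 30 min / Timing: induction 48 h, compound 1 h, agonist 30 min / Measured by: high-content fluorescence imaging after fixation / Read-out: nuclear-to-cytoplasmic GR-EGFP distribution per well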
M17LAP inhibition: P. falciparum M17LAP inhibitors, primary screen, biochemical, fluorogenic H-Leu-NHMec substrate, 1536-well (AID 1619) | Leucine aminopeptidase (Plasmodium falciparum (isolate 3D7)) | recombinant M17LAP, H-Leu-NHMec fluorogenic kinetic assay; higher % means a stronger effect | inhibition, % at 30 µM; hits with a dose series show IC50 in µM | hit rate 0.38% among 220,000;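 active means compound inhibiting the enzyme by more than half at any dose during confirmatory dose-response retesting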;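 further: plate controls were full reaction with DMSO carrier for no effect and no enzyme background for full effect; strong numbers were not always called active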
MT stabilizer: microtubule stabilizers in HeLa cells, primary screen, imaging, high-content imaging; HeLa tubulin immunostaining HCS, 24 h; share of cells brighter than vehicle mean+2SD; % tubulin-high responders, % at 10 µM; hit rate 0.83% among 200,000;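 active means plate Z-score above 3 for both tubulin-high and condensed-nucleus cell shares, with cell loss under 80%, at 10 µM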;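 further: anti alpha tubulin signal scored within the nucleus-defined area of each cell; some results filed as inactive read as strong as hits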
M1AAP inhibition: P. falciparum M1AAP inhibitors, biochemical, fluorogenic H-Leu-NHMec substrate, 1536-well (AID 1445); recombinant M1AAP, H-Leu-NHMec fluorogenic kinetic assay; higher % means a stronger effect; one-dose inhibition, % at 30 µM; IC50 in µM for titrated hits; hit rate 0.42% among 220,000;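 active means primary inhibition above the hit cutoff, then over 50% inhibition at one or more dose response concentrations, cut at about 23% in these data, passing the limit was not always enough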;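 further: plate controls were DMSO full reaction for no effect and no enzyme background for full effect; strong numbers were not always called active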
Yfh1-off respiration: enhancers of respiration in Yfh1-depleted yeast, dose response, Friedreich's ataxia, plus single-dose screen (AID 1465) | S. cerevisiae Yfh1-off respiration, WST-1 reduction, 72 h; higher fold induction means a stronger effect | fold induction at 50 µM, or EC50 in µM where a hit was titrated | hit rate 0.074% among 220,000;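 active means fold induction of absorbance versus untreated yeast above a set limit, then at least 30% activation at any dose in follow-up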;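 further: activators that raise dye reduction in frataxin-depleted yeast; strong numbers were not always called active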
CSM14.1 death rescue: rescue of cells from ER stress-induced death, primary screen, 384-well, CSM14.1, thapsigargin, ATP luminescence (AID 1222); CSM14.1 thapsigargin-induced death rescue, ATP luminescence; higher % means a stronger effect; cellular ATP content (survival), % at 20 µM, or EC50 in µM where a hit was titrated; 190,000 tested, under 10 active;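 active means EC50 below 50 µM in the dose-response confirmation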;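 further: death triggered by thapsigargin at about 15 µM added after 2 h compound pretreatment; cell ATP read after overnight thapsigargin exposure of roughly 18 to 22 hours; normalized against plate controls of thapsigargin alone and 5% DMSO vehicle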
Lipid droplet: inhibitors of hepatocyte lipid droplet formation, primary screen, imaging, high-throughput imaging, BODIPY stain | AML12 mouse hepatocytes, oleate lipid droplets | inhibition, % at 6.5 µM | hit rate 0.4% among 240,000;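 active means lipid droplet intensity inhibited by at least 50%, with more than 500 cells counted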
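Assay system: AML12 mouse liver cells | Compound: 6.5 µM single-point dosing | Schedule: Overnight exposure | Technique: Fluorescence imaging, 20x objective, two fields per well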
Autophagy HCS: autophagy modulators in MEF cells, primary screen, imaging, high-content, MEF GFP-LC3; MEF GFP-LC3 puncta imaging; test concentration mostly 10 µM; calls only at 10 µM (by protocol); hit rate 0.98% among 190,000; AID 463193, 2010;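 active means percentage of spot-positive cells more than 3 SD above its plate mean, without a fluorescence outlier flag or 80% toxicity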;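 further: spot-positive cell cutoff set from DMSO-treated cells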
Dynein transport cytoplasmic EGFP: further read-out of Dynein transport, marked with its call; z-score; measured here: cytoplasmic GR-EGFP intensity; active compounds read high
Dynein transport nuclear GR-EGFP: further read-out of Dynein transport, marked with its call; z-score; measured here: nuclear GR-EGFP intensity;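 lower value marks the stronger effect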
Dynein transport cell count: second read-out of Dynein transport, no call of its own (marks repeat the call); z-score; measured here: cell count per field
Ins promoter up cell count: also measured in Ins promoter up; calls as there; cell count; measured here: cytotoxicity, nuclei count;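 total cells summed across four imaged fields per well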
Lipid droplet cells 6.5 µM: recorded beside Lipid droplet, whose call it bears; cell count; measured here: cell count, cytotoxicity flag;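 cells counted across two imaged fields per well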
MT stabilizer Hoechst-high %: second read-out of MT stabilizer, no call of its own (marks repeat the call); % Hoechst-high responders; measured here: nuclear condensation Hoechst responders;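 share of cells brighter than vehicle mean plus two SD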
MT stabilizer cytotoxicity %: further read-out of MT stabilizer, marked with its call; toxicity, %; measured here: cytotoxicity by cell density;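 0% = mean cell density of plate MIN control wells and 100% = no cells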
Autophagy HCS cell loss 18 h: recorded beside Autophagy HCS, whose call it bears; toxicity, %; measured here: cell loss, nuclei count;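 cell loss after 18 h compound exposure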
* hit, by the source's call; i = inactive; x = no result given.

SMILES	Ins promoter up	Ins promoter up cell count	Dynein transport	Dynein transport cytoplasmic EGFP	Dynein transport nuclear GR-EGFP	Dynein transport cell count	M17LAP inhibition	MT stabilizer	MT stabilizer Hoechst-high %	MT stabilizer cytotoxicity %	M1AAP inhibition	Yfh1-off respiration	CSM14.1 death rescue	Lipid droplet	Lipid droplet cells 6.5 µM	Autophagy HCS	Autophagy HCS cell loss 18 h
COc1ccc(NS(=O)(=O)c2ccc(N)cc2)nn1	x	x	0.2	-0.26	0.29	0.4	-3%	2.4	1.2	7.1	-4%	x	-2.9%	1	708	i	30
CN(C)c1cccc(C(=O)NCc2ccccc2Cl)c1	-0.47	1356	0.9	-0.34	0.97	-0.8	2%	3.6	1.8	23	4%	i	-1.0%	-10	696	i	-16
Cc1cccc(NC(=O)CNC(=O)COc2cc(F)ccc2[N+](=O)[O-])c1C	-0.69	1193	0.42	-0.21	0.49	-0.039	5%	5.8	1.2	22	3%	i	-0.1%	-4	675	i	5
CCN(CC)C(=O)C(C)N(C#N)c1nc(SC)nc(N(C)C)n1 (centres undefined)	x	x	-0.28	-0.25	-0.51	-0.51	0%	3.2	2.0	6.4	-4%	i	-2.4%	-2	716	i	-5
CN(C)S(=O)(=O)c1cccc(C(=O)OCC(=O)Nc2sccc2C(N)=O)c1	x	x	-0.55	-0.17	-0.16	0.73	-1%	2.6	2.0	11	7%	i	x	x	x	i	-2
Cc1cc(C(=O)O)c(CSCc2cc(C(=O)O)oc2C)o1	x	x	0.19	-0.055	-0.18	0.58	18%	1.4	1.3	17	0%	i	-0.6%	0	748	i	9
Cc1ccc(Cl)cc1N1CCN(C(=O)CCS(=O)(=O)c2cccc3nonc23)CC1	0.03	1456	0.7	-0.25	0.16	-0.29	-6%	1.6	4.0	6.3	-2%	i	5.3%	1	601	i	8
COc1cc(C)nc(NCc2ccccc2)n1	0.01	1803	0.7	-0.21	0.63	-0.89	-10%	1.6	1.3	22	1%	i	-1.8%	36	638	i	2
Cc1nc2ccccn2c1C(=O)NN=C1CCCC1	-0.36	1423	0.53	-0.35	0.53	-0.22	9%	2.6	2.4	6.9	3%	i	x	18	719	i	3
c1ccc(C(Cc2nc(-c3ccccn3)no2)c2ccccc2)cc1	0.26	1447	1.2	-0.083	0.81	-0.37	5%	2.4	1.7	22	7%	i	1.6%	-7	631	i	1
CCOC(=O)c1c(C)n(C)c2ccc(OC(=O)c3ccco3)cc12	0.36	1550	-0.06	-0.16	0.098	0.75	-2%	2.0	1.7	8.0	2%	i	-0.4%	x	x	i	-1
Cc1cccc(C)c1OCC(=O)NC(Cc1c[nH]c2ccccc12)C(=O)O (centres undefined)	-0.83	1414	0.089	-0.33	-0.12	-0.71	2%	1.1	1.9	6.7	7%	i	11%	3	671	i	30
CCN(CC)c1ccc(NC(=O)CN2CCN(S(=O)(=O)c3cc(Cl)ccc3OC)CC2)cc1	-0.35	877	0.18	-0.059	-0.048	0.017	2%	1.2	1.4	19	12%	i	-4.2%	60*	751*	i	-3
CCOc1ccc(C2/C(=C(\O)c3ccc(OC)c(OC)c3)C(=O)C(=O)N2c2cc(C)on2)cc1OC (centres undefined)	0.67	1182	1.1	0.041	1.3	-2.1	26%	3.1	1.9	0.3	7%	i	-1.9%	-1	685	i	2
O=C(CNC(=O)c1ccc(S(=O)(=O)N2CCCC2)cc1)N/N=C/c1ccccc1	-0.12	1387	-0.62	-0.21	0.22	-0.55	3%	2.9	2.6	8.5	2%	i	-0.2%	-1	616	i	4
O=C(CNC(=O)c1ccccc1F)N/N=C/c1cc(Br)ccc1OCc1ccccc1	-0.26	1312	0.069	-0.19	0.2	-0.15	-1%	3.9	2.3	11	17%	i	9.3%	7	686	i	14
O=C(Oc1cccc2cccnc12)c1ccc(Br)o1	1.7	1342	1.2	-0.022	0.63	-1.1	-3%	2.5	2.5	13	5%	i	1.2%	x	x	i	3
CC(C)CC(OC(=O)c1ccco1)C(=O)NC1CCCCC1 (centres undefined)	0.93	1318	1.7	-0.29	1.1	-0.79	-2%	2.9	1.4	3.2	3%	i	-3.1%	x	x	i	0
OCCCc1cn(-c2ccccc2)c2ccccc12	-1.3	1604	-0.3	-0.28	-0.013	0.0073	6%	3.5	2.5	7.5	0%	i	-1.1%	-1	708	i	5
Cc1ccc(OC(=O)Cn2c(C(F)(F)F)nc3ccccc32)cc1	0.38	1519	-0.32	-0.16	-0.33	0.6	7%	2.8	0.7	8.1	-1%	i	-1.2%	x	x	i	0
CN(C)CCC(c1ccccc1)c1ccccn1 (centres undefined)	x	x	1.4	-0.23	1.1	-0.63	3%	3.8	2.1	9.0	7%	i	-3.0%	-10	668	i	-4
CCOc1ccc(N2CC(O)Cn3c2nc2c3c(=O)n(CCCc3ccccc3)c(=O)n2C)cc1 (centres undefined)	-0.96	893	-0.49	-0.23	-0.32	0.9	6%	3.3	1.8	3.7	7%	i	-2.3%	-8	748	i	8
COc1cc(OC)cc(C(=O)NC(=S)NCCc2ccccc2)c1	-0.85	1101	0.052	-0.21	-0.048	-0.37	-5%	2.1	2.0	6.9	3%	i	-2.3%	x	x	i	-10
Nc1c(C(=O)NCc2ccccc2)sc2nc(N3CCOCC3)c3c(c12)CCCC3	-2.9	1155	0.33	-0.2	-0.035	-0.54	32%	6.6	9.0	23	4%	i	-0.7%	x	x	i	-17
CCOc1ccc(Cc2n[nH]c(=S)n2N)cc1	x	x	0.12	-0.21	0.21	0.23	32%	5.7	2.2	5.5	0%	i	-2.1%	-30	440	i	6

Structural class: the entries above with a COOH group.
SMILES	Ins promoter up	Ins promoter up cell count	Dynein transport	Dynein transport cytoplasmic EGFP	Dynein transport nuclear GR-EGFP	Dynein transport cell count	M17LAP inhibition	MT stabilizer	MT stabilizer Hoechst-high %	MT stabilizer cytotoxicity %	M1AAP inhibition	Yfh1-off respiration	CSM14.1 death rescue	Lipid droplet	Lipid droplet cells 6.5 µM	Autophagy HCS	Autophagy HCS cell loss 18 h
Cc1cc(C(=O)O)c(CSCc2cc(C(=O)O)oc2C)o1	x	x	0.19	-0.055	-0.18	0.58	18%	1.4	1.3	17	0%	i	-0.6%	0	748	i	9
Cc1cccc(C)c1OCC(=O)NC(Cc1c[nH]c2ccccc12)C(=O)O (centres undefined)	-0.83	1414	0.089	-0.33	-0.12	-0.71	2%	1.1	1.9	6.7	7%	i	11%	3	671	i	30

(next part)
SMILES	Ins promoter up	Ins promoter up cell count	Dynein transport	Dynein transport cytoplasmic EGFP	Dynein transport nuclear GR-EGFP	Dynein transport cell count	M17LAP inhibition	MT stabilizer	MT stabilizer Hoechst-high %	MT stabilizer cytotoxicity %	M1AAP inhibition	Yfh1-off respiration	CSM14.1 death rescue	Lipid droplet	Lipid droplet cells 6.5 µM	Autophagy HCS	Autophagy HCS cell loss 18 h
COc1c2ccoc2nc2c(OC)c(O)ccc12	-0.06	1324	-0.99	-0.27	-0.47	0.4	5%	7.2	2.1	10	5%	i	-0.5%	10	683	i	-13
COC(=O)Cn1c2[n+](c3ccccc31)CC(O)CS2 (centres undefined)	-0.18	1308	0.55	-0.28	0.54	0.79	5%	1.6	2.3	19	9%	i	-1.5%	-2	735	i	10
COc1ccc(C(=O)/C=C/c2ccc(N3CCCCC3)c([N+](=O)[O-])c2)cc1	-0.13	1409	-2.1	-0.0028	-1.2	0.095	1%	5.3	2.6	9.5	4%	x	1.8%	21	660	i	-1
COc1cc(C2CC(=O)n3c(nc4ccccc43)S2)cc(OC)c1OC (centres undefined)	0.51	1286	1.5	-0.27	0.42	0.19	0%	3.0	1.9	6.5	8%	i	0.9%	16	757	i	9
COc1ccc(Oc2cccc(Cl)c2CNC(=O)CC(C)(C)CC(=O)O)cc1	-0.48	1506	0.29	-0.01	0.062	0.057	-9%	x	x	x	4%	i	x	-3	700	x	x
COc1ccc(N/C(=C(/C(Cl)=C(Cl)Cl)[N+](=O)[O-])n2nnc3ccccc32)cc1	0.72	948	-0.091	-0.19	-0.06	-0.18	57%	1.2	1.1	12	3%	i	-0.8%	1	730	i	-10
COC(=O)c1cc2c(ccn2-c2ccc(F)cc2)n1Cc1cccc(OC)c1	-0.12	1583	0.16	-0.25	0.34	-0.064	7%	1.9	1.9	11	7%	i	0.2%	1	702	i	-15
COC(=O)c1sc2ccccc2c1NC(=O)c1ccc(S(=O)(=O)N2CC(C)CC(C)C2)cc1 (centres undefined)	0.88	1407	0.5	-0.062	0.46	-0.2	-3%	3.3	4.3	1.5	9%	i	3.7%	7	700	i	14
COCCNC(=O)c1ccccc1NC(=O)c1ccccc1N(C)S(C)(=O)=O	0.03	1408	-0.55	-0.25	-0.73	0.75	16%	2.6	4.6	0.9	6%	i	-0.8%	-12	556	i	-1
COc1ccc(C=O)cc1Cn1c(=O)n(CCC(=O)NCc2ccco2)c(=O)c2sccc21	0.42	1574	-0.21	-0.34	0.35	0.49	9%	1.0	0.9	1.8	6%	i	2.2%	-6	682	i	3
CN(CC(=O)NC1CCCCCC1)S(=O)(=O)c1cnc[nH]1	0.52	1344	-0.77	-0.26	-0.22	0.75	-5%	1.7	1.7	4.5	6%	i	-4.6%	6	684	i	10
COc1ccc(OC)c(N(CC(=O)Nc2cccnc2)S(C)(=O)=O)c1	x	x	-0.25	-0.24	0.035	-0.12	16%	2.6	1.8	1.8	2%	i	-2.8%	5	763	i	-2
Fc1ccc(-c2csc(N3CCSCC3)n2)cc1	-0.67	1361	0.38	-0.21	-0.38	0.14	1%	1.8	1.5	0.1	3%	i	-0.7%	11	708	i	24

Screening data as filed in PubChem.
